Diaphorase act: diaphorase activation or chemical reduction counter-screen; Diaphorase/resazurin coupled assay, resorufin fluorescence, 16 min; stronger effect = higher value; 1 = vehicle wells, 0 = NADH-free wells; activation factor at 20 µM; 0.005% of 190,000 active; AID 1229;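 active = diaphorase activity raised at least twofold by the compound at 20 µM; inactive = activation factor below 2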
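Material: purified diaphorase enzyme from Clostridium kluyveri; Also added: 0.114 mM NADH and 0.1 mM resazurin, final amounts; Doses: single compound dose of 20 µM, 1% DMSO final; Times: 16 min enzyme reaction, ambient temperature; Detection: resorufin fluorescence, excitation 544 nm, emission 590 nm; Measure: increased resorufin signal from activators or reducing compounds.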
HMGR II inh: inhibitors of class II HMG-CoA reductase from Enterococcus faecalis; 0.41% of 190,000 active; inhibition, % at 10 µM; purified E. faecalis HMGR, NADPH absorbance 340 nm kinetic;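 active = inhibition above a set limit, the median over all tested compounds plus 3 SD, cut at about 9.5% in these data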;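 note: enzyme runs in reverse so mevalonate oxidation gives rising NADPH absorbance; 0% = complete reaction with DMSO and 100% = background rate lacking mevalonate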
TNAP inh noacc: TNAP (human) inhibition, acceptor-free conditions; P05186; purified TNAP, CDP-star luminescence, 30 min; inhibition, % at 20 µM; 0.26% of 200,000 active; AID 1012;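 active = tissue-nonspecific alkaline phosphatase inhibition above about 50% at 20 µM in the single-dose screen, limit read from the data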;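 note: 0% = DMSO negative control and 100% = EDTA positive control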
Target sequence (P05186 whole entry, looked up): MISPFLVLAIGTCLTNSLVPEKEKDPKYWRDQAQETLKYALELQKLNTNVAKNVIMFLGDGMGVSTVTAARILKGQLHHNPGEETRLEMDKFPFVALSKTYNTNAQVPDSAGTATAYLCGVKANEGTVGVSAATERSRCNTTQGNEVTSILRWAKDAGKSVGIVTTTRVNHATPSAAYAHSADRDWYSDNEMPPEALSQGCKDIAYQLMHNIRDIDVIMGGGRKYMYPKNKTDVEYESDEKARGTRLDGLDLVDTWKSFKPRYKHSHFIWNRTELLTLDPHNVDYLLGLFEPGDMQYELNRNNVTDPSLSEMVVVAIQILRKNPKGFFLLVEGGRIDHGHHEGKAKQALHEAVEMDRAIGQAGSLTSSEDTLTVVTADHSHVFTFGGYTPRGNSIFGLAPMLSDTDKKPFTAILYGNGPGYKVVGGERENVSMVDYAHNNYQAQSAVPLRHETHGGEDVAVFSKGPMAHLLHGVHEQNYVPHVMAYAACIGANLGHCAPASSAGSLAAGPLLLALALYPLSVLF
PMI activator: activators of human phosphomannose isomerase; purified human PMI, coupled resazurin fluorescence, 20 min; stronger effect = higher value; 1 = vehicle control, 0 substrate-free wells; activation factor at 20 µM; 0.005% of 190,000 active; AID 1214; P34949;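 active = activation factor of 2 or more at 20 µM, relative to plate controls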
Diaphorase inh: diaphorase inhibition or chemical oxidation counter-screen | inhibition, % at 20 µM | AID 1217 | diaphorase resazurin-to-resorufin fluorescence, NADH, 16 min; bacterial (C. kluyveri) enzyme, not human | 0.69% of 190,000 active;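 active = primary screen inhibition at 20 µM above a set limit, cut at about 50% in these data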;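 note: plate controls were DMSO with full reaction for no effect and wells lacking NADH for full effect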
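Assay system: diaphorase enzyme from Clostridium kluyveri; Input: enzyme working solution with 0.14 U/mL diaphorase; Timing: 16 min at room temperature; Technique: resorufin fluorescence, excitation 544 nm, emission 590 nm; Benchmarks: positive control minus NADH, DMSO neutral control.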
PMI act satM6P: PMI (human) activation, high substrate. coupled PMI enzyme assay, resazurin fluorescence, 20 min; stronger effect = higher value; 1 = untreated enzyme, 0 = substrate-free blank. P34949. activation factor at 20 µM. 0.34% of 190,000 active;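 active = activation factor of 2 or more at 20 µM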
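test system = human PMI in coupled enzyme assay | medium = HEPES-buffered pH 7.4 with magnesium and detergent | also added = 1.0 mM mannose-6-phosphate substrate with 0.22 mM NADP+ | compound = 20 µM single dose | times = 20 min incubation at room temperature | measured by = resorufin fluorescence (Ex 544/Em 590 nm) from resazurin via diaphorase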
FLuc stim CS: firefly luciferase counter-screen for stimulation assays; 200,000 tested, under 10 active; P08659; ATPlite luciferase biochemical, luminescence, 10 min; 0 = ATP-free wells, 1 = DMSO control; activation factor at 10 µM;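 active = luciferase activation factor, scaled between plate controls, of at least 2 with compound at 10 µM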
Target sequence (P08659 whole entry, looked up): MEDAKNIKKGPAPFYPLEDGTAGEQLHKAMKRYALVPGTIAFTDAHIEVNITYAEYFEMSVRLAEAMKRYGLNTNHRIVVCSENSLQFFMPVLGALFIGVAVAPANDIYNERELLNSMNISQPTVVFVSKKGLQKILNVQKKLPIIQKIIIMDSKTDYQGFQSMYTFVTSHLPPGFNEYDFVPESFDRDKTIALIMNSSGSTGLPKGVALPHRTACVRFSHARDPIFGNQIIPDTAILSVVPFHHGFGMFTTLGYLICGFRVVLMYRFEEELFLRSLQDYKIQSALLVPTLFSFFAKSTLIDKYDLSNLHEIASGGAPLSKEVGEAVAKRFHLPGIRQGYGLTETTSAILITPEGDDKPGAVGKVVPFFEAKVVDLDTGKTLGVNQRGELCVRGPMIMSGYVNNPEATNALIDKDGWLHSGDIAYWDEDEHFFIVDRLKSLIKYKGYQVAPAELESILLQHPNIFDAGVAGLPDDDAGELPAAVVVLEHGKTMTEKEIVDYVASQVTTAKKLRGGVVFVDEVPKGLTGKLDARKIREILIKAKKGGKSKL
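Assay system – cell-free luciferase reagent · Medium – PBS-based ATP solution · Dosing – test compounds dosed from 2 mM stocks in 100% DMSO · Timing – 10 min, room temperature · Technique – light output (luminescence) · Measure – luminescence gain marking luciferase activators · Controls – No-ATP low control, compound-free enzyme-plus-ATP high control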
G6PDH counter: counter-screen for G6PDH assay hits: L. mesenteroides G6PDH inhibition; Purified L. mesenteroides G6PDH, diaphorase/resazurin coupled fluorescence, 45 min; inhibition, % at 5 µM; 0.12% of 200,000 active; AID 1020; in the data active = inhibition above about 50%
TNAP inh hiacc: TNAP (human) inhibition, high acceptor. purified TNAP, CDP-star luminescence, 1 M DEA. 0.03% of 200,000 active. AID 1135. inhibition, % at 20 µM;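 active = over 50% inhibition of tissue-nonspecific alkaline phosphatase at 20 µM in the single-dose screen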;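 note: plate controls were DMSO wells for no effect and EDTA-quenched wells as full inhibition for full effect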
TNAP act hi DEA: increases human TNAP activity under high phosphate acceptor concentration. P05186. purified TNAP, CDP-star luminescence, 1 M DEA, 30 min; stronger effect = higher value; 0 = EDTA background, 1 = DMSO-only activity. 200,000 tested, under 10 active. activation factor at 20 µM;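 active = activation factor at least 2 at 20 µM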
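Measured by: Luminescent substrate turnover signal | Test system: Human TNAP | Input: TNAP 1/800 final | Dosing: 20 µM single point | Schedule: 30 min, room temperature | Controls: EDTA wells as negative control, DMSO wells as positive control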
Numbers without * were called inactive. Not a hit list; any-hit rate near 1.7%.

compound	Diaphorase act	HMGR II inh	TNAP inh noacc	PMI activator	Diaphorase inh	PMI act satM6P	FLuc stim CS	G6PDH counter	TNAP inh hiacc	TNAP act hi DEA
CCN(CC)S(=O)(=O)c1ccc(N2CCOCC2)c(NC(=O)C2COc3ccccc3O2)c1 (stereo not drawn)	0.8	-4	-14	1	20	0.9	1.1	1	-8	1.1
S=C(N/N=C1\CCc2ccccc21)NC1CCCCC1	0.8	8	2	1	19	1	1	1	-2	1
CC(=O)N1CCN(c2ccc(C(N)=O)cc2[N+](=O)[O-])CC1	1	-5	-3	1.1	0	1.1	1.1	1	3	1
Cc1ccc(/C=[N+](\[O-])c2ccc(N(C)C)cc2)c2nsnc12	0.6	-4	25	0.3	41	0.3	0.3	-1	29	0.7
COC(=O)c1c(NC(=O)Cc2ccccc2)sc(C)c1C	0.9	-4	-15	0.9	13	1	1.1	5	23	0.8
COC(=O)c1cccc(COC(=O)c2ccccc2NC(=O)c2ccco2)c1	0.8	1	-8	0.8	20	0.9	1.1	-6	-3	1
COC(=O)c1c(NC(=O)/C=C/C(=O)O)sc(C)c1-c1ccc(C)cc1	0.8	-5	-10	1	19	1	1.1	6	-7	1.1
COc1ccc(S(=O)(=O)c2ccc(OCC3CO3)cc2)cc1 (stereo not drawn)	0.9	0	-15	1.1	10	1.3	1	5	-2	1
Cc1cc(=O)n2[nH]c(N)c(N=Nc3ccccc3)c2n1	0.9	1	-13	1	8	0.8	1	12	12	0.9
Cc1onc(-c2ccccc2)c1C(=O)N/N=C(\N)COc1ccc(Cl)cc1	0.9	-11	-29	1	14	1	1.1	-11	-4	1
COc1ccc(/C=N/N2CCN(C)CC2)cc1OC	1	0	-11	0.9	4	1	1	19	0	1
O=C(COc1ccc(-c2nnc(N3CCCCC3)c3ccccc23)cc1)N1CCCCC1	0.9	-4	-1	1.1	6	1.1	1	5	-6	1.1
C=CCn1c(=O)/c(=C/c2cc(OC)c(OC)c(OC)c2)s/c1=C(/C#N)c1nc2ccccc2n1C	1	-2	5	0.9	4	1	1	2	6	0.9
CCOc1ccc(C(CC(=O)O)NC(=O)c2cccs2)cc1 (stereo not drawn)	1.1	-5	-8	1.1	-12	1.1	1	4	-6	1.1
O=C(CSc1nnc(CNc2ccc(F)cc2)n1CC1CCCO1)Nc1ccccc1 (stereo not drawn)	0.8	-8	-1	0.8	19	0.8	1	9	2	1
COCCn1c(SCC#N)nnc1-c1ccc([N+](=O)[O-])cc1	0.9	-4	-7	1.1	6	1.1	1	-1	4	1
CC(C)c1ccccc1NC(=S)NC1CCN(Cc2ccccc2)CC1	0.9	-7	-6	1	7	1.1	1	-7	0	1
Cc1cc([N+](=O)[O-])nn1CC(=O)Nc1cccc2nonc12	0.7	-4	6	0.9	27	0.5	1	8	1	1
COCC(C)n1c(C)cc(C(=O)COC(=O)CN=C2NS(=O)(=O)c3ccccc32)c1C (stereo not drawn)	1	-1	-13	1.1	2	1.1	0.8	11	-4	1
O=C(CSc1nnc(CNC(=O)c2cccs2)o1)c1ccc(Cl)cc1	0.8	-1	-4	0.9	18	0.9	1	10	1	1
COc1ccc(C(=O)C[n+]2cccc(C)c2C)cc1[N+](=O)[O-]	1.1	-2	1	1.2	-14	1	1	1	-1	1
O=C(CCSc1nc(-c2ccco2)cc(C(F)(F)F)n1)NCc1ccccn1	0.9	-7	-11	1.1	13	1.4	1.1	6	-6	1.1
COc1ccc(NC(=O)N2CCN(CCC#N)CC2)cc1	0.9	-2	-9	1	5	1	1	6	-3	1
O=C(O)CNC(=O)C12CC3CC(CC(Cl)(C3)C1)C2	1.1	0	17	1.2	-9	1.2	0.9	8	3	1
CN(c1ccc(OCC(=O)OCC(=O)NC2CCCC2)cc1)S(=O)(=O)c1ccc2ccccc2c1	0.7	-5	-1	0.9	32	0.8	1.1	-1	-1	1

compound	Diaphorase act	HMGR II inh	TNAP inh noacc	PMI activator	Diaphorase inh	PMI act satM6P	FLuc stim CS	G6PDH counter	TNAP inh hiacc	TNAP act hi DEA
Clc1ccccc1OCCn1ccnc1	0.9	-6	-8	0.9	12	1	1	2	0	1
Nc1ccc(S(=O)(=O)c2cccc(N)c2)cc1	0.8	-7	-14	0.9	16	0.9	1	-14	-2	1
O=Cc1cc(N=Nc2cccc(C(=O)O)c2)ccc1O	0.9	1	16	1.1	7	0.9	1	6	22	0.8
Cc1ccc(NN2C(=O)C=C(c3ccccc3)C2=O)cc1	1	-3	-14	1	2	1	1	7	0	1
CC(=O)Nc1ccc2ccc3cccc4ccc1c2c34	0.9	-1	-4	1.1	7	1	1	-5	3	1
Cc1nc(N2CCCCC2)c2c(-c3cccs3)csc2n1	0.8	1	-15	1.1	22	1	1	14	-6	1.1
Cc1cc(C(=O)OCc2nc3ccccc3s2)c(C)o1	0.9	1	-7	0.8	10	0.9	1	11	-1	1
Cc1ccc(S(=O)(=O)N2CCCC2C(=O)N(C)Cc2cccs2)cc1 (stereo not drawn)	1	-3	-10	1	3	1.1	1	24	-4	1
NC(=O)CC[C@@H]1NC(=O)[C@@H]2CCCN2C(=O)c2cc([N+](=O)[O-])cc(I)c2NCCC[C@@H](C(=O)NC(CC(=O)O)C(N)=O)NC1=O (stereo partly drawn)	0.9	-4	-7	1.1	15	1.1	1.1	10	2	1
COc1ccc2nc(/N=C(\N)NC(=O)Nc3ccccc3)nc(C)c2c1	0.9	-2	-4	0.9	12	0.9	1	3	0	1
CCN1CCN(C(=S)c2ccc(Br)cc2)CC1	0.9	1	-4	1.2	5	1.1	1	8	-3	1
O=C(CCc1c[nH]c2ccccc12)NCC(=O)Nc1ccc(F)c(F)c1F	0.9	-7	-8	1.1	6	1	1.1	4	-6	1.1
CCC(C)NC(=O)C1CCC(=O)N1Cc1ccc(C)cc1 (stereo not drawn)	1	0	-10	1	1	1	1	6	-3	1
O=C(CCC(=O)NNC(=O)COc1ccc(Br)cc1)NCc1ccccc1	1	-4	-12	0.9	4	0.9	1.1	6	-5	1.1
Cc1cccc(N(NC(=O)C(C)(C)O)C(=O)c2ccccc2)c1	0.9	2	-2	1	10	0.9	1	5	-1	1
CNc1ccccc1C(C)(C)c1cc(C)[nH]n1	0.9	2	1	1.1	5	1.1	1.1	7	-4	1
O=C(CSc1ncccn1)N/N=C/c1ccccc1[N+](=O)[O-]	0.9	6	-13	1.1	6	1	1	9	-4	1
O=C(O)c1ccc2c(c1)OCCO2	1	-13	-2	1	5	1	1.1	7	-2	1
COc1ccc(NC(=O)c2sccc2-n2cccc2)cc1	1	-1	-12	1	5	1	1	0	-1	1
COc1cc(/C=N/NC(=O)C(=O)NCC2CCCO2)ccc1O (stereo not drawn)	0.9	1	-6	0.9	10	0.9	1	6	-2	1
O=C(/C=C/c1c(F)cccc1Cl)c1ccc(F)cc1	0.8	-11	-3	0.9	19	0.9	0.9	7	4	1
O=C(O)c1ccccc1Nc1ccc(OC(F)F)cc1	1	1	-10	1.1	2	1.1	1	6	-5	1
CCn1nc([N+](=O)[O-])c2c(-c3nc4ccccc4o3)c(N)n(CCCOC)c2c1=O	0.9	1	2	1	6	0.9	1	10	4	1
Cn1cc(CC(=O)NCCCN2CCCC2)c2ccccc21	1	-1	0	1.1	-1	1	1.1	1	-5	1
NC(=O)c1ccc(N2CCN(c3ccccc3O)CC2)c([N+](=O)[O-])c1	0.8	0	9	1	20	0.7	1	3	11	0.9

Quoted from the listing:
CC(C)c1ccccc1NC(=S)NC1CCN(Cc2ccccc2)CC1 in Diaphorase inh is listed with 7
O=C(COc1ccc(-c2nnc(N3CCCCC3)c3ccccc23)cc1)N1CCCCC1 in PMI activator is listed with 1.1

Following part.
compound	Diaphorase act	HMGR II inh	TNAP inh noacc	PMI activator	Diaphorase inh	PMI act satM6P	FLuc stim CS	G6PDH counter	TNAP inh hiacc	TNAP act hi DEA
O=C(N/N=C/c1c[nH]c2ccc(Br)cc12)c1ccncc1	0.8	-8	-9	0.9	19	1	1	-15	2	1
CCC(C)NC(=O)C(Cc1ccccc1)NS(=O)(=O)c1cccc2nsnc12 (stereo not drawn)	0.9	-6	-6	1.1	7	1.1	1.1	7	-6	1.1
CC(=O)Nc1sc2c(c1C#N)CCCC2	0.7	-3	-10	0.8	27	0.8	1.1	-7	-3	1
S=C(NCc1ccncc1)Nc1ccc(Cl)cc1Cl	0.9	-8	-9	1	9	1	1.1	4	1	1
O=C(N/N=C1\C2CN3CCN(C2)CC1(c1ccccc1)C3)Nc1ccccc1	0.8	3	-8	0.9	16	0.9	1	3	2	1
COc1ccc(-c2nc(SC(CC(=O)NCc3ccccc3)c3ccc(OC)c(OC)c3)n[nH]2)cc1 (stereo not drawn)	0.8	0	24	0.9	18	1	1	-16	4	1
COc1ccc(CC(=O)NCc2nc(-c3ccccc3)no2)cc1	0.9	-6	-10	0.9	12	1	1.1	6	-5	1.1
Cc1cc(C(C)(C)C)oc1C(=O)N(CC(=O)NC1CCCC1)c1ccc(F)cc1	0.9	5	-4	0.9	12	0.9	1.1	-18	-2	1
Cn1ncc2c(NNC(=O)c3ccc(O)cc3)ncnc21	0.9	0	-57	1	8	0.9	1	7	-6	1.1
CCO[C@@H]1OC(C(=O)N2CCN(Cc3ccc4c(c3)OCO4)CC2)=C[C@H](C)[C@H]1CCCO	0.8	6	-4	0.9	15	0.9	1	11	-3	1
COc1ccccc1NC(=O)CN1CCC(C(=O)c2ccc(F)cc2)CC1	0.9	-6	8	1	11	1	1.1	8	-4	1
COc1cccc(NC(=O)c2nc3nc(C)cc(C(F)F)n3n2)c1	1	-9	-8	0.9	3	1	1.1	-14	2	1
CC1=CS(=O)(=O)CC1Sc1ncn[nH]1 (stereo not drawn)	0.9	-6	-4	1.2	10	1.1	1.1	-2	-2	1
O=C(OCCN1C(=O)c2ccccc2C1=O)c1ccco1	0.9	-9	-8	1	9	1	1.1	4	-3	1
Cc1cc(C)n2c(SCC(=O)Nc3ccccc3)nnc2n1	0.8	1	-18	1	17	1	1	-8	-5	1.1
OCCNCCOc1ccccc1-c1ccccc1	0.9	-2	-12	1	14	1	1.1	4	-6	1.1
CC(C)(C)OC(=O)N1CCC(C(=O)N2CCCCCC2)CC1	0.9	-6	-7	1	5	1.1	1.1	3	4	1

Assay outcomes (PubChem BioAssay)
